Screening data deposited in PubChem by several laboratories.
DNA FID counter – compounds displacing fluorescent DNA intercalator, primary screen, artefact control for HCV NS3 helicase inhibitor project, biochemical, FID fluorescence | 0.17% of 290,000 active | AID 1845, 2009 | DNA fluorescent intercalator displacement | inhibition, % at 7.9 µM; in the data active = inhibition above about 37%;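 note: 0% = vehicle and 100% = reference compound; higher means more ethidium bromide displaced from hairpin DNA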
CRFR2-BP antag – antagonists of CRF-BP/CRF-R2 complex, primary screen, cell-based, HEK293, calcium dye fluorescence, uHTS. CRF-induced calcium fluorescence. inhibition, % at 11.8 µM. 0.59% of 350,000 active. AID 588475, 2011;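 active = inhibition of the ligand-induced calcium signal above about 50% at the single tested concentration, limit read from the data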
HCV NS3 hel inh – inhibitors of HCV NS3 helicase, primary screen, biochemical, Cy5 molecular beacon fluorescence; NS3 helicase DNA unwinding; inhibition, % at 10.9 µM; 0.56% of 290,000 active;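 active = inhibition above the mean of all tested compounds plus 3 SD, set per campaign, cut at about 35% in these data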;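 note: 0% = DMSO wells and 100% = thioflavine S control wells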
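System: HCV NS3 helicase fragment; control set: DMSO and thioflavine S; technique: Cy5 fluorescence at 0 and 60 min, beacon hairpin quenching; reagent: beacon DNA duplex substrate plus ATP; replicates: singlicate; schedule: 1 h reaction at 25 °C, ATP-initiated; medium: MOPS buffer pH 6.5 with MgCl2, DTT, Tween20, BSA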
MEKK2 WT-MEK5 – modulators of MEK5 binding to wildtype MEKK2, primary screen, biochemical, multiplex bead flow cytometry, Alexa488-MEK5. Mitogen-activated protein kinase kinase kinase 2 (Homo sapiens), Q9Y2U5. Alexa488-MEK5 binding to MEKK2 WT; actives lie on both sides. binding response (% of control), % at 10 µM. 1.1% of 290,000 active. AID 1531, 2009; in the data active = binding response below about 67% or above about 130%
SUMO HTRF inh – inhibitors of in vitro SUMOylation cascade, primary screen, biochemical, HTRF, uHTS; SUMO-conjugating enzyme UBC9 (Homo sapiens), P63279; HTRF SUMOylation assay, SAE1/SAE2 + UBC9; inhibition, % at 35 µM; 0.36% of 290,000 active; AID 2006, 2009; in the data active = inhibition above about 50%, passing the limit was not always enough; note: strong numbers were not always called active
Target sequence (P63279 whole entry, looked up): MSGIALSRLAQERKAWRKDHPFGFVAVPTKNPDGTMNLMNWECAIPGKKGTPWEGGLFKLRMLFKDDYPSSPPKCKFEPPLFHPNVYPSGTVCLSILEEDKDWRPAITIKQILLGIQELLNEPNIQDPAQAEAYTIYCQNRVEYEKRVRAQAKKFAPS
MEKK2mut PB1 HTS – MEK5 binding signal on mutant MEKK2 PB1, primary screen, biochemical, multiplex bead flow cytometry, Alexa488-MEK5. Alexa488-MEK5 binding to MEKK2 mutant. percent response, % at 10 µM. 0.35% of 290,000 active. AID 1530, 2009; in the data active = percent response above about 24%, passing the limit was not always enough; note: inactives centre near 1; some results filed as inactive read as strong as hits
MEKK3 PB1 HTS – modulators of MEKK3-MEK5 PB1 binding, primary screen, biochemical, wildtype MEKK3, multiplex bead flow cytometry, Alexa488-MEK5; Mitogen-activated protein kinase kinase kinase 3 (Homo sapiens), Q99759; bead-based flow cytometry, Alexa488-MEK5 binding to MEKK3; actives lie on both sides; 0 = blocked by unlabeled MEK5, 100 = vehicle; binding response (% of control), % at 10 µM; 1.4% of 290,000 active;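 active = binding response more than 3 SD above or below the average of its plate-row segment, actives on both sides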;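 note: Alexa488 bead fluorescence after subtracting the streptavidin-only scavenger bead signal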
Target sequence (Q99759 whole entry, looked up): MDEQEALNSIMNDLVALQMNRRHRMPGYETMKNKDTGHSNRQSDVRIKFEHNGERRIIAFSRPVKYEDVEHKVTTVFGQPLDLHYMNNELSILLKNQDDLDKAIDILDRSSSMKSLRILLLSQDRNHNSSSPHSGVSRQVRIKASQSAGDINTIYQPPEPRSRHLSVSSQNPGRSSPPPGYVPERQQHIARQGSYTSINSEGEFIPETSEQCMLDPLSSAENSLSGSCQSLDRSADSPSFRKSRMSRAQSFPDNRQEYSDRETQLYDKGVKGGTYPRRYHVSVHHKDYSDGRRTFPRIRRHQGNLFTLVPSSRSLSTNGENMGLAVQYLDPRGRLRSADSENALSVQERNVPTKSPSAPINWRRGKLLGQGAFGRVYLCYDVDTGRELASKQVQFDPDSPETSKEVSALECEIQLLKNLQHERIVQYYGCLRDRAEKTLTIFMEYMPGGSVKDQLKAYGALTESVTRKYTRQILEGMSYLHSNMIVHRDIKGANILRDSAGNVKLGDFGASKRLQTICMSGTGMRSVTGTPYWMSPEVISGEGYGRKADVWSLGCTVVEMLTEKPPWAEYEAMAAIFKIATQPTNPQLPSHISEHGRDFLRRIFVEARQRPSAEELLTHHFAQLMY
CRFBP-R2 agonist – agonists of CRF-BP/CRF-R2 complex, primary screen, cell-based, HEK293, calcium dye fluorescence, uHTS; CRF-binding protein / CRF receptor 2 complex (human); calcium dye fluorescence (FLIPR); percent of saturating CRF peptide response; activation, % at 13.2 µM; 0.46% of 350,000 active; AID 588473, 2011;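 active = activation of at least 50%, plus an integration ratio under a set limit after plate pattern correction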;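 note: plate controls were neutral control wells without compound for no effect and CRF at EC100 for full effect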
GalR3 antagonist – GalR3 antagonists in HEK293 cells, primary screen, cell-based, fluorescence readout. Galanin receptor type 3 (Homo sapiens), O60755. HEK293 GalR3-CNG cAMP membrane potential fluorescence; galR3 body fused to GalR1 C-terminus. inhibition, % at 3 µM. 0.44% of 360,000 active;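 active = inhibition above the screen-wide average plus 3 SD, cut at about 13% in these data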;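 note: forskolin and galanin both at EC90 stimulate the cells; cAMP rise reported by CNG channel membrane potential dye signal; 0% = forskolin plus galanin with DMSO and 100% = forskolin alone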
Target sequence (O60755 1-299 limits assumed): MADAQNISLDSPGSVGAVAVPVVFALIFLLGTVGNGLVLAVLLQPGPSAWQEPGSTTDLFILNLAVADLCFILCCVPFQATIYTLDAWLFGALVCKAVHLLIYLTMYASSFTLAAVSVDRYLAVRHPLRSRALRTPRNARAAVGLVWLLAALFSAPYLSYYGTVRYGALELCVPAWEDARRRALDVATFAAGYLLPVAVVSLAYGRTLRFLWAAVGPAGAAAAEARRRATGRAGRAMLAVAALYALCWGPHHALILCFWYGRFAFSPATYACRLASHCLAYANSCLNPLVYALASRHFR
Numbers without * were called inactive; · = not tested or not shown.

SMILES | DNA FID counter | CRFR2-BP antag | HCV NS3 hel inh | MEKK2 WT-MEK5 | SUMO HTRF inh | MEKK2mut PB1 HTS | MEKK3 PB1 HTS | CRFBP-R2 agonist | GalR3 antagonist
Cc1ccc(C)c(NC(=S)c2ccccn2)c1 | 2 | 1 | 4 | 105 | 8 | 3 | 101 | 1.0 | -4
Cc1ccc(NC(=O)c2sc3ccccc3c2Cl)nc1 | 1 | 4 | -4 | 99 | -11 | 3 | 101 | -1.5 | 3
O=C(Nc1ccc(Oc2ncnc3cc(Cl)ccc23)nc1)c1cccs1 | 0 | 6 | -1 | 93 | -3 | -17 | 87 | -3.1 | -5
CCN(c1ccccc1C)S(=O)(=O)c1cc2c3c(c1)CCC(=O)N3CCC2 | -44 | 9 | -6 | 101 | · | -1 | 99 | 0.0 | -9
O=C(NC1CCCCCC1)C(=S)NCc1ccccc1 | -13 | -14 | 10 | 101 | -25 | 6 | 103 | 0.6 | 1
CO/N=C(/C)CCS(=O)(=O)c1ccccc1 | -5 | 23 | -4 | 101 | 14 | -1 | 102 | -2.9 | -3
Cc1[nH]nc2c1C(c1cn[nH]c1-c1ccc(F)cc1)C(C#N)=C(N)O2 (centres undefined) | 4 | -1 | -6 | 100 | 12 | 2 | 100 | 0.0 | -1
CC(=O)Nc1ccc(S(=O)(=O)N2CCC(C(=O)NCCC(=O)NCc3ccccc3)CC2)cc1 | -13 | 6 | 12 | 104 | 5 | 7 | 103 | -0.3 | 2
O=[N+]([O-])c1cc(Cl)ccc1Sc1ccccn1 | 0 | -9 | 14 | 74 | -5 | -39 | 63 | 0.7 | 0
CCN(CC)CC(=O)NN=C(c1ccccc1)c1ccccc1 | 2 | 3 | 2 | 113 | 20 | 11 | 107 | 0.7 | 0
Cc1c(NC(=O)c2n[nH]c(=O)c3ccccc23)c(=O)n(-c2ccccc2)n1C | -2 | -3 | 3 | 95 | 7 | 0 | 98 | 1.1 | -2
Cc1ccc(/C=N/NC(=O)CSc2nc3ccccc3c(=O)n2-c2ccccc2C)s1 | -6 | 12 | 1 | 95 | -5 | -1 | 115 | 0.6 | -9
O=C(OCc1nc2scc(-c3ccccc3)c2c(=O)[nH]1)c1cccc([N+](=O)[O-])c1 | 5 | 11 | -3 | 108 | 7 | 13 | 103 | -3.2 | -2
O=C(CSc1nnc(COc2ccccc2)o1)Nc1ccc(F)cc1 | -10 | -6 | -10 | 94 | -6 | 0 | 101 | -0.9 | -9
COc1ccccc1-c1ccc(SCC(=O)NCCc2ccccc2)nn1 | -21 | 19 | -2 | 90 | 10 | -3 | 92 | -10 | -2
Cn1ncc(Cl)c1C(=O)NC1CCCC1 | -3 | -12 | 5 | 112 | 4 | 9 | 106 | -1.8 | -1
CCOC(=O)c1sc(NC(=O)Cc2ccc(F)cc2)nc1C | -8 | -4 | -12 | 87 | -6 | -10 | 104 | -0.2 | -5
Cc1cc(OCc2cc(C(=O)N(C)CC3CCOCC3)no2)cc(C)c1Cl | -43 | 1 | -12 | 95 | -6 | -12 | 94 | -0.1 | -8
C=C(C)Cn1c(-c2cccc([N+](=O)[O-])c2)n[nH]c1=S | -6 | 4 | 4 | 102 | 20 | 2 | 101 | -0.4 | -2
CSc1nc2nc3c(cc2c(=O)[nH]1)C(O)Oc1ccc(C)cc1-3 (centres undefined) | 0 | 11 | -6 | 88 | 20 | -9 | 96 | 0.8 | -4
CCC(=O)Nc1ccc(C(=O)CSc2nc3ccccc3cc2CC)cc1 | -4 | -24 | -8 | 106 | 13 | 5 | 109 | 2.2 | -2
CNC(=O)COC(=O)COc1ccc2c(C)cc(=O)oc2c1 | -1 | -17 | -5 | 103 | 4 | 5 | 103 | -0.5 | -8
Cc1cccc(NC(=O)CCCn2cc([N+](=O)[O-])cn2)n1 | -2 | -3 | -21 | 98 | 1 | -2 | 108 | -6.2 | -5
Nn1c(SCC(=O)NC2CCCCC2)nnc1-c1ccccc1 | 1 | 3 | 6 | 107 | 22 | 5 | 104 | -0.2 | -3
O=C(NCCCCc1ccccc1)C1CC(c2cccc([N+](=O)[O-])c2)=NO1 (centres undefined) | -14 | 10 | -9 | 108 | 19 | 6 | 107 | -0.1 | -4
CCCn1c(C)cc(C(=O)COC(=O)CN=C2NS(=O)(=O)c3ccccc32)c1C | -29 | -2 | -30 | 102 | 8 | -1 | 101 | 0.3 | -3
COc1ccc(N2CCN(C(=O)C3CCN(S(=O)(=O)c4ccc5c(c4)oc(=O)n5C)CC3)CC2)cc1 | -6 | 11 | -2 | 103 | 7 | 9 | 104 | -1.2 | -2
CCOC(=O)N1CCN(S(=O)(=O)c2ccc3[nH]c(=O)oc3c2)CC1 | 2 | -3 | -1 | 101 | 3 | 6 | 105 | 1.9 | 3
O=c1oc2ccccc2c(NCc2cccc(F)c2)c1[N+](=O)[O-] | 4 | -2 | -3 | 94 | -12 | -1 | 98 | 0.2 | -8
Cc1cccc(C)c1N1C(=O)CC(N(O)c2ccccc2)C1=O (centres undefined) | -3 | 0 | 12 | 102 | 5 | 0 | 104 | -2.9 | -6
C=CCN(CC=C)C(=O)C(=O)c1cc(C)n(-c2ccc([N+](=O)[O-])cc2)c1C | -26 | -5 | 0 | · | 21 | · | · | -0.4 | -1
C/C(=N\NS(=O)(=O)c1ccccc1)c1ccc2c(c1)OCO2 | -5 | 10 | 5 | 99 | -5 | 0 | 100 | -4.3 | -4
C=CCOc1ccc(C2=NOC(C(=O)Nc3ccc4c(c3)OCCO4)C2)cc1OC (centres undefined) | -31 | 1 | -26 | 102 | 9 | 2 | 104 | -0.7 | -4
CCn1cc(/C=C/C(=O)Nc2ccn(Cc3c(F)c(F)cc(F)c3F)n2)cn1 | -16 | 25 | 2 | 107 | -2 | 4 | 111 | 2.2 | -3
O=C(NCCN1CCOCC1)c1sc2cc(Cl)ccc2c1Cl | -12 | 14 | 0 | 94 | 4 | -1 | 98 | -0.7 | -5
Cc1occc1C(=O)Nc1nnc(C(F)(F)F)s1 | -4 | -39 | -6 | 103 | 8 | 4 | 101 | 28 | -4
CC1CCc2sc3c(c2C1)c1ncnn1c(=O)n3CC(=O)c1ccc(Br)cc1 (centres undefined) | -1 | -2 | 4 | 103 | · | 9 | 109 | 1.0 | -3
Cc1ccc(CC(=O)OCCNC(=O)c2cccnc2)cc1 | -1 | -4 | -2 | 98 | 18 | 6 | 106 | 1.0 | -2
CCN(CC)c1ccc(C2C3CCCCC3(O)CCN2CC(=O)N2CCCCC2)cc1 (centres undefined) | 6 | -5 | -14 | 104 | 10 | 1 | 103 | -0.6 | -6
CCn1c(Cc2cccn2C)nnc1SCC(=O)c1ccc(C)cc1 | -24 | -2 | 8 | 103 | 22 | 1 | 101 | -1.1 | -2
COc1ccc(S(=O)(=O)Cc2ccc(C(=O)N3CCN(C(=O)c4ccco4)CC3)o2)cc1 | -10 | -13 | 7 | 109 | 17 | 5 | 106 | -1.3 | 1
O=C(Nc1ccc(N2CCCC2)cc1)c1cccc(Cl)c1Cl | -3 | -2 | 5 | 103 | 17 | 2 | 101 | -2.0 | -9
Cc1occc1-c1nnc(SCC(=O)NC2CC2)n1C | -6 | -7 | 2 | 104 | 9 | 5 | 98 | -0.2 | -2
COC(=O)C(C)Sc1nc2c(cnn2-c2ccc(F)cc2)c(=O)[nH]1 (centres undefined) | -11 | 8 | 1 | 101 | 3 | 5 | 102 | -1.3 | -5
O=C1COc2ccc(C(=O)C[n+]3cccc(O)c3)cc2N1 | -17 | 13 | 1 | 106 | 9 | 3 | 100 | -0.8 | -5
O=C1CC(N2CCN(c3ccccc3Cl)CC2)C(=O)N1c1cccc(F)c1 (centres undefined) | -18 | -13 | 0 | 103 | -16 | 3 | 102 | -1.2 | -2
CC(=O)c1cc2c(cc1NC(=O)Cn1nc(-c3ccc(F)cc3)ccc1=O)OCO2 | -33 | -4 | -1 | 101 | 23 | 5 | 105 | -1.6 | -11
Cn1c(=O)n(C)c2cc(NS(=O)(=O)c3ccc(Br)s3)ccc21 | -8 | 18 | 13 | 108 | -7 | 10 | 108 | 3.9 | -6
O=C(CCn1c(=O)oc2ccccc21)Nc1cccc(Br)c1 | -9 | -10 | 2 | 105 | 6 | 6 | 105 | -0.1 | -1
COc1cccc(-n2c(SCC#N)nnc2-c2cnccn2)c1 | -2 | -6 | -2 | 103 | -8 | 4 | 102 | -1.0 | -6
(listing goes on)
SMILES | DNA FID counter | CRFR2-BP antag | HCV NS3 hel inh | MEKK2 WT-MEK5 | SUMO HTRF inh | MEKK2mut PB1 HTS | MEKK3 PB1 HTS | CRFBP-R2 agonist | GalR3 antagonist
CCCNC(=O)c1ccc2c(=O)n(Cc3ccco3)c(=S)[nH]c2c1 | -1 | 3 | 12 | 110 | 64* | 0 | 108 | -0.8 | -5
CCN(CC(=O)Nc1ccc2c(c1)OCCO2)C(=O)/C=C/c1ccccc1 | -21 | 12 | -6 | 80 | -9 | -11 | 97 | -0.7 | -6
COc1ccc(S(=O)(=O)N(CC(=O)Nc2ccc3c(c2)OCO3)c2ccccc2OC)cc1 | -5 | 1 | -2 | 97 | -1 | 0 | 103 | 1.5 | -4
COC(=O)c1ccc(S(=O)(=O)N2C3CCC2CC(NC(=O)C2CC2)C3)cc1 (centres undefined) | -4 | 9 | -8 | 106 | 26 | 2 | 104 | -0.3 | -3
CCC1=C(C(=O)OC)C(c2cc(OC)ccc2OC)C(C#N)=C(N)O1 (centres undefined) | -3 | 24 | 4 | 95 | 27 | -1 | 100 | 3.0 | -5
Cc1cccn2c(=O)c(C=O)c(N3CCN(c4ccc(F)cc4)CC3)nc12 | -5 | -3 | 4 | 97 | 0 | 0 | 104 | 0.1 | -5

An excerpt from above in order of length of the SMILES, highest first.
SMILES | DNA FID counter | CRFR2-BP antag | HCV NS3 hel inh | MEKK2 WT-MEK5 | SUMO HTRF inh | MEKK2mut PB1 HTS | MEKK3 PB1 HTS | CRFBP-R2 agonist | GalR3 antagonist
COc1ccc(N2CCN(C(=O)C3CCN(S(=O)(=O)c4ccc5c(c4)oc(=O)n5C)CC3)CC2)cc1 | -6 | 11 | -2 | 103 | 7 | 9 | 104 | -1.2 | -2
Cc1c(NC(=O)c2n[nH]c(=O)c3ccccc23)c(=O)n(-c2ccccc2)n1C | -2 | -3 | 3 | 95 | 7 | 0 | 98 | 1.1 | -2
O=C(Nc1ccc(N2CCCC2)cc1)c1cccc(Cl)c1Cl | -3 | -2 | 5 | 103 | 17 | 2 | 101 | -2.0 | -9
COc1cccc(-n2c(SCC#N)nnc2-c2cnccn2)c1 | -2 | -6 | -2 | 103 | -8 | 4 | 102 | -1.0 | -6

The list is partial; rates above refer to the full screens.
